# Assay outcomes: PubChem BioAssay, several laboratories
# ZTA DNA inh: ZTA (EBV) inhibition in EBNA-1 counter-screen; AID 2234; ZTA-DNA binding, fluorescence polarization; inhibition, % at 11 µM; 0.15% of 320,000 active; in the data active = inhibition above about 33%
# Target sequence (P03206 whole entry, looked up): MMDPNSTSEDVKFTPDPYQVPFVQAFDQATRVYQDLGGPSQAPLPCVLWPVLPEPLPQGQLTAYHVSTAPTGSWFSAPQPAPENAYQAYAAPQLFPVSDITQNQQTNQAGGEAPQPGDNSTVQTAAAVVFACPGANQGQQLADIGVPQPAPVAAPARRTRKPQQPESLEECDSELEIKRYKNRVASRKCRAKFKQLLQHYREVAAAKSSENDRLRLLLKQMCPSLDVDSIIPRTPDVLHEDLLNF
# PREPL inh: PREPL enzyme inhibitors, primary screen, biochemical, fluorescence polarization; Prolyl endopeptidase-like (Homo sapiens), Q4J6C6; recombinant PREPL, fluorescence polarization activity-based probe; inhibition, % at 5.96 µM; 0.68% of 320,000 active; in the data active = inhibition above about 43%;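 note: 0% = enzyme with DMSO and 100% = wells lacking enzyme; many of its hits are not listed in these tables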
# Efflux pump mplx: inhibitors of Candida efflux pumps in yeast, primary screen, S. cerevisiae, Nile Red, multiplex | S. cerevisiae Candida pump triplex | inhibition, % at 10 µM | 0.44% of 330,000 active | AID 485275, 2010;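 active = plate passing quality check with inhibition over a set limit, or well fluorescence over plate mean plus 4 SD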;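 note: Nile Red retained in pooled yeast measured as flow cytometry median fluorescence; 0% = buffer negative control and 100% = Enniatin B positive control; higher means more Nile Red kept so more efflux inhibition; some compounds called inactive have numbers as strong as hits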
# EBNA-1 inh: EBNA-1 DNA-binding inhibitors, primary screen, biochemical, fluorescence polarization; inhibition, % at 14.8 µM; 0.34% of 300,000 active; in the data active = inhibition above about 28%
# Fh CTSL1 inh: Fasciola hepatica cathepsin L1 inhibitors, primary screen, counter-screen for PFM18AAP inhibitor project, biochemical, QFRET, fluorogenic peptide substrate; recombinant F. hepatica cathepsin L1, Z-Leu-Arg-MCA fluorescence; inhibition, % at 5.96 µM; 0.49% of 300,000 active; AID 1906, 2009;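 active = inhibition above the mean of all tested compounds plus 3 SD, set per screening campaign, cut at about 17% in these data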;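 note: 0% = plate median of test compound wells and 100% = 1 µM Z-Phe-Ala-diazomethylketone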
# HCV core dimer: inhibitors of HCV core protein dimerization, primary screen, biochemical, TR-FRET, high-throughput; TR-FRET GST/Flag-core106 dimerization, 1536-well; inhibition, % at 5 µM; 0.33% of 300,000 active;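 active = inhibition above the mean of all tested compounds plus 3 SD, set per screening campaign, cut at about 45% in these data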
#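 Test system: GST/Flag-tagged HCV core106 proteins; Medium: KF-containing HEPES buffer, pH 7.45, DTT, CHAPS, BSA; Times: compound-protein-antibody incubation 4 h at 22.5 °C; Detection: TR-FRET 671 and 617 nm emission; Benchmarks: wells lacking GST-core106 and wells with excess unlabelled core106.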
# TPT1 inhibitor: Candida albicans TPT1 enzyme inhibitors, primary screen, biochemical, fluorescence polarization; tRNA 2'-phosphotransferase TPT1 (Candida albicans SC5314); recombinant caTPT1, FP RNA substrate dephosphorylation; inhibition, % at 5 µM; 0.81% of 300,000 active;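 active = inhibition above the mean of all tested compounds plus 3 SD, set per screening campaign, cut at about 24% in these data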;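 note: plate controls were DMSO alone for no effect and ferristatin control at 100 nM for full effect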
# PP1 inh: PP1-alpha phosphatase inhibitors, primary screen, counter-screen for PP5 inhibitor project, biochemical, fluorescence, OMFP substrate, single point | Serine/threonine-protein phosphatase PP1-alpha catalytic subunit (Homo sapiens), P62136 | purified PP1alpha | inhibition, % at 6.7 µM | 0.9% of 320,000 active;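 active = inhibition above the mean inhibition of all tested compounds plus 3 SD, computed separately for each screening campaign, cut at about 15% in these data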
# Target sequence (P62136 whole entry, looked up): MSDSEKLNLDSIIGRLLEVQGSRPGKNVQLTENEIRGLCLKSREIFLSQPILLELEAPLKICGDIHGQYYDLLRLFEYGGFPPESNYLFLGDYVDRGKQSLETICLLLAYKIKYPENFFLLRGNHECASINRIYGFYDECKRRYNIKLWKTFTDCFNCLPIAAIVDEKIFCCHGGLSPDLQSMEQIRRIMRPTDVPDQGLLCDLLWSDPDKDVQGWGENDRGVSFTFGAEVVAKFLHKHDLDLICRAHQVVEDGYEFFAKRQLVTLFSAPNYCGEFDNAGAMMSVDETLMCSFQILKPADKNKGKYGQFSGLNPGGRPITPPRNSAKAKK
# PP5 primary: PP5 phosphatase inhibitors, primary screen, biochemical, fluorescence; purified PP5c, OMFP substrate fluorescence; inhibition, % at 6.7 µM; 0.18% of 320,000 active; AID 1987, 2009;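 active = inhibition above the campaign's mean inhibition across all tested compounds plus 3 SD, cut at about 9.5% in these data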;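 note: 0% = DMSO only and 100% = 100 µM cantharidin control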
# Target sequence (P53041 whole entry, looked up): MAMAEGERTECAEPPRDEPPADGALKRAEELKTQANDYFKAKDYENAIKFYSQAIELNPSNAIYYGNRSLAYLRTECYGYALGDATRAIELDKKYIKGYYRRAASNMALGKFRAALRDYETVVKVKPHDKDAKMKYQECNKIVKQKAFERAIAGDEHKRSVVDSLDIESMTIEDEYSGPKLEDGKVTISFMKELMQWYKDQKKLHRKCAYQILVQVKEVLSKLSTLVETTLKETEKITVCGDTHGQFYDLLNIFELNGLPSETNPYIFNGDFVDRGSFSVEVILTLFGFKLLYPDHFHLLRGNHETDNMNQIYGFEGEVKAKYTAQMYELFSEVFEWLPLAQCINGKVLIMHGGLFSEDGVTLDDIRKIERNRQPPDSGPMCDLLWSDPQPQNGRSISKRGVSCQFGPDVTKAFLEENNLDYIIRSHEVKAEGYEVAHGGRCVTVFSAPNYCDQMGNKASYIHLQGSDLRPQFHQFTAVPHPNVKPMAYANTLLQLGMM
# Starred values were filed as active, the others as inactive; . = not tested or not shown. Some of the compounds tested; count on the stated rates, not on these rows.
SMILES,ZTA DNA inh,PREPL inh,Efflux pump mplx,EBNA-1 inh,Fh CTSL1 inh,HCV core dimer,TPT1 inhibitor,PP1 inh,PP5 primary
O=[N+]([O-])c1ccc2[nH]c3nc4ccccc4nc3c2c1,-5,8,0.2,-10,-6,18,-4,2,2.7
CCOc1ccccc1-n1c(SCC(=O)N2CCOCC2)nnc1-c1ccccn1,-6,0,0.1,0,0,2,-8,1,0.4
COc1ccccc1N1CCN(C2CCCC(C)C2)CC1 (stereo not given),-1,-2,0.2,1,3,2,1,-1,0.0
CC(C)(C)C(=O)N1CCN(c2ccc(Cl)cc2[N+](=O)[O-])CC1,10,14,0.1,11,0,-1,1,-2,1.5
Cc1cc(C)cc(NC(=O)CSc2nc3ccccc3nc2N2CCCC2)c1,19,-5,0.1,12,3,6,0,2,-2.1
CCCCn1c(SCC(=O)NC2CCS(=O)(=O)C2)nc2ccccc2c1=O (stereo not given),-6,12,0.0,3,1,-10,-9,0,0.9
COc1cc2c(cc1NC(=O)CSc1nccn1C)oc1ccccc12,8,7,-0.1,-11,4,-6,2,-1,0.9
COc1cccc(CNS(=O)(=O)c2cc3c(cc2Cl)NC(=O)CO3)c1,8,-3,0.0,-6,1,9,-1,-1,0.8
CCOC(=O)C1CCCCN1C(=O)c1ccc2nc(Cc3ccc(OC)cc3)oc2c1 (stereo not given),-16,13,0.1,-5,0,2,0,0,-0.2
Cc1ccc(OCC(=O)Nc2ccccc2C(=O)NC2CC2)cc1C,1,11,0.6,1,2,0,-1,-3,1.1
COc1ccc(N2CC(C(=O)N(C)CC(=O)Nc3ccc(Cl)c(C(F)(F)F)c3)CC2=O)c(OC)c1 (stereo not given),-17,18,0.0,-4,1,-10,-3,6,1.8
CCOc1ccc(NC(=O)C(=O)NCCN2CCN(C(=O)c3ccc(C)cc3)CC2)cc1,6,0,0.0,2,-3,-1,-1,0,-0.9
O=C(NCCS(=O)(=O)N1CCCCC1)c1ccccc1,-1,-4,-0.1,-7,-2,-1,-2,-5,-1.7
CCc1ccc(-c2ccc(SCc3ccccn3)nn2)cc1,-7,-18,0.0,-4,-2,0,-1,0,2.6
CCOc1ccc(N2CC(C(=O)NCC(=O)Nc3ccc(F)c(F)c3F)CC2=O)cc1 (stereo not given),1,14,0.0,.,.,.,.,-2,0.9
O=C(c1cc(-c2ccc(F)cc2)on1)N1CCCC1,-4,-4,0.2,4,3,6,1,1,-2.3
CC(=O)Nc1ccc(NC(=O)C2CC(=O)Nc3nc4ccccc4n32)cc1 (stereo not given),6,0,-0.1,9,1,2,-1,0,-1.4
Cc1cc(C)cc(C(=O)NCCn2cc(SCC(=O)N3CCOCC3)c3ccccc32)c1,-16,2,-0.1,-9,1,-10,-4,0,-1.6
COc1ccc(NC(=O)C2CCCN(C(=O)c3ccc(Cl)cc3)C2)cc1Cl (stereo not given),7,-11,-0.2,.,.,.,.,-1,3.0
Cc1ccc(NS(=O)(=O)c2ccc(C(=O)NCC(c3ccco3)N(C)C)cc2)cc1 (stereo not given),18,5,-0.1,-1,4,8,1,-3,-0.7
O=C(CSc1nnc(-c2ccncc2)n1Cc1ccco1)Nc1cccc(O)c1,1,-8,0.3,8,0,-11,2,-5,3.4
S=c1[nH]nc(CSCc2ccccc2Cl)n1-c1ccccc1,-10,-4,0.1,-10,0,0,-2,-2,0.3
CCCCN1C(=O)/C(=C/C=C2/C=Cc3ccccc3N2CC)SC1=S,1,5,1.0*,2,-3,-3,-2,-1,0.3
CCOc1ccccc1/C=N/NC(=O)c1nnn(-c2nonc2N)c1CN1CCCCCC1,-5,2,-0.1,-2,0,15,0,-1,5.3
O=C(NCC1CCCO1)C1CC(c2ccc(Cl)c(Cl)c2)=NO1 (stereo not given),-7,27,0.0,-9,-2,-1,0,-2,2.8
O=C(CCl)Nc1cc(S(=O)(=O)N2CCOCC2)ccc1N1CCOCC1,-2,-3,0.0,-11,3,-2,-1,-3,0.5
N#Cc1c(/N=C/c2cc(Br)cs2)sc2c1CCC2,1,13,-0.1,-3,3,6,1,0,1.1
COc1ccc(/C=C/CN2CCC(n3nccc3NC(=O)C3CC3)CC2)cc1,-1,0,0.0,7,0,-5,-3,4,-0.8
c1ccc(Cn2nnnc2C(c2cccs2)N2CCOCC2)cc1 (stereo not given),12,2,0.0,-3,-1,-1,1,-2,0.0
CC(C)Oc1ccc(-c2cc(=O)[nH]c(=O)[nH]2)cc1,-6,3,-0.4,2,-1,-1,-5,-1,-0.2
CCOc1ccc2nc(SCC(=O)N(C)C)[nH]c2c1,-21,5,-0.2,2,2,-6,-6,-2,0.4
Cc1ccc(S(=O)(=O)n2cccc2CO)cc1,10,1,-0.1,-4,-4,10,-1,6,2.2
COc1ccccc1NC(=O)c1cc(S(=O)(=O)N2CCOCC2)ccc1Cl,0,15,-0.1,5,3,-5,-2,-2,0.2
O=C1NCCCC1C(=O)N/N=C/c1ccccc1[N+](=O)[O-] (stereo not given),3,7,0.0,8,0,0,-3,-1,0.5
Nc1ccccc1-c1nc2ccccc2c(=O)o1,9,5,0.5,-7,-1,-15,2,6,-2.7
Cc1ccc(N2C(=O)CC(c3ccsc3)C3=C2CC(C)(C)CC3=O)cc1 (stereo not given),4,10,-0.2,20,3,9,1,-1,-0.2
O=C(O)c1ccc(NCc2cccs2)cc1,10,-1,0.1,-4,3,1,-2,0,-0.5
O=C(NC(=S)N1CCN(c2ccc([N+](=O)[O-])cc2Cl)CC1)c1ccco1,-5,9,0.1,-5,-3,-2,-1,2,1.9
CCOc1ccc(OCCC(=O)N(CC)CC(=O)NCc2cccs2)cc1,-3,9,-0.1,.,.,.,.,-3,1.0
Cc1ccc(N2CCCn3c2cc(C)c(C#N)c3=O)cc1C,10,40,-0.1,0,5,2,1,-2,-1.3
Cc1cc(N2C(=O)C(O)=C(C(=O)c3cc4ccccc4o3)C2c2cccs2)no1 (stereo not given),12,4,0.3,-7,0,13,41*,19*,2.7
CCC(C)c1ccc(O)c(N)c1 (stereo not given),3,0,0.1,10,-3,0,2,1,-0.5
CC1CCN(c2oc(-c3ccccc3Cl)nc2C#N)CC1,-9,9,0.3,-7,1,8,-5,1,4.9
Cc1ccc(OCC(=O)NC2CCS(=O)(=O)C2)cc1 (stereo not given),-6,-2,0.0,14,-4,0,4,-3,-1.4
CCOc1ccc(S(=O)(=O)N2CCc3ccccc3C2)cc1,8,-20,0.2,-2,0,7,5,-1,5.9
O=C(Cc1ccccc1)NCC1COc2ccccc2O1 (stereo not given),-1,-1,0.0,2,3,0,-3,-1,-0.2
COc1ccc(C(=O)NC(C(=O)NCCc2ccc3c(c2)OCCO3)C(C)C)cc1 (stereo not given),4,1,0.0,-2,3,5,1,-7,0.1
O=C(Nc1ccn(Cc2ccccc2F)n1)c1ccc(COc2cc(Cl)ccc2Cl)o1,7,-27,0.0,6,1,4,-3,11,1.8

# Single values from above:
# In Fh CTSL1 inh, `O=C(Nc1ccn(Cc2ccccc2F)n1)c1ccc(COc2cc(Cl)ccc2Cl)o1` has 1
# In Fh CTSL1 inh, `O=C(c1cc(-c2ccc(F)cc2)on1)N1CCCC1` has 3
# In PP5 primary, `CCOc1ccc2nc(SCC(=O)N(C)C)[nH]c2c1` has 0.4
# In PP5 primary, `c1ccc(Cn2nnnc2C(c2cccs2)N2CCOCC2)cc1` (stereo not given) has 0.0
# In PREPL inh, `O=[N+]([O-])c1ccc2[nH]c3nc4ccccc4nc3c2c1` has 8
# In EBNA-1 inh, `CC(C)(C)C(=O)N1CCN(c2ccc(Cl)cc2[N+](=O)[O-])CC1` has 11

# New compounds follow
SMILES,ZTA DNA inh,PREPL inh,Efflux pump mplx,EBNA-1 inh,Fh CTSL1 inh,HCV core dimer,TPT1 inhibitor,PP1 inh,PP5 primary
CCOc1ccc(NC(=O)NNC(=O)c2ccc3ccccc3c2O)cc1,-3,6,0.3,4,6,2,0,1,-0.5
CC(Nc1nc(-c2ccc(F)cc2)cs1)c1nc2cc(Cl)c(N3CCCCC3)cc2n1CCOCCO (stereo not given),1,55*,0.1,3,0,-12,-2,0,3.9
CC/S(=N\S(=O)(=O)c1ccc(C)cc1)c1ccccc1 (stereo not given),2,-3,0.0,-4,-1,2,-2,-4,0.7
CSc1nc(N)c2c3c(sc2n1)COC(C(C)C)C3 (stereo not given),7,-3,-0.2,10,-2,2,-1,2,-0.1
CCOC(=O)c1cc(C(=O)NCc2ccc(Cl)cc2Cl)nn1C,10,2,0.0,-2,0,5,1,5,2.3
C=CCNc1nc(C2(C)CC3(CC(C)(C)OC3=O)C(=O)O2)cs1 (stereo not given),1,-3,-0.1,6,-1,-3,3,-4,2.7
CC(C)Oc1ccc(S(=O)(=O)N2CCCCC2)cc1NC(=O)CN1C(=O)NC2(CCCC2)C1=O,-1,-5,0.1,7,-2,4,0,-3,0.4
CN(c1ccccc1)S(=O)(=O)c1cc(C(=O)Nc2nc3ccccc3[nH]2)ccc1Cl,-9,-29,0.1,-3,0,8,-1,13,2.4
COCC1CCN(C(=O)CCc2nnc(C3(c4ccc(Cl)cc4)CCC3)o2)CC1,-4,8,0.3,1,3,-1,5,-1,1.5
COc1cc(C(=O)N2CCN(C(=O)c3ccccc3)CC2)cc(OC)c1OC,0,-2,0.0,5,1,2,-2,-2,-1.6
CCOC(=O)CSC1=N/C(=C\c2cc(OC)c(OC)c(OC)c2)C(=O)N1C,2,-2,0.0,-5,3,-11,3,0,-3.7
Cc1ccc(S(=O)(=O)NCCC(=O)N2CC(C)OC(C)C2)cc1 (stereo not given),-18,5,0.2,-12,1,-2,0,-4,-0.9
O=C(NCc1ccco1)C1Cc2ccccc2CN1C(=O)c1ccco1 (stereo not given),-8,-3,0.1,-6,3,16,10,-1,5.5
CCOC(=O)c1cnc(-c2ccccc2O)nc1Cl,-2,-4,-0.1,2,8,-21,-1,-5,-4.7
O=C1OC(Nc2ccc(F)cc2F)c2ccccc21 (stereo not given),-6,-3,0.0,3,-1,-8,-3,4,0.8
CC1CC(C)CN(CCCNC(=O)Cc2c(C(=O)O)[nH]c3ccccc23)C1 (stereo not given),-9,13,0.2,-1,0,-3,-1,0,-0.9
O=C1c2cccnc2-c2ncccc21,-18,-7,0.0,3,-1,0,-4,6,3.0
Cc1cc([N+](=O)[O-])ccc1NC(=O)c1ccco1,-18,16,-0.1,2,-1,-6,0,0,2.6
O=C(CSc1nn(-c2ccccc2)c(=S)s1)NC(=O)NCc1ccco1,-6,-7,-0.1,5,4,24,-3,5,2.1
O=C(N/N=C/c1ccc(Cl)cc1Cl)c1n[nH]c2c1CCCC2,11,1,0.0,-8,4,1,-5,6,0.4
Cc1cc(C)n2nc(SCCC(=O)NCc3ccccc3)nc2n1,-6,-3,-0.2,-3,0,1,-1,1,-1.0
CCOC(=O)c1c(C)[nH]c(C)c1S(=O)(=O)NCC(=O)Nc1ccccn1,11,-2,0.0,-5,1,-3,-2,0,-0.6

# 2 entries from above in another layout.
Compound: Cc1cc([N+](=O)[O-])ccc1NC(=O)c1ccco1
  ZTA DNA inh: -18 | PREPL inh: 16 | Efflux pump mplx: -0.1 | EBNA-1 inh: 2 | Fh CTSL1 inh: -1 | HCV core dimer: -6 | TPT1 inhibitor: 0 | PP1 inh: 0 | PP5 primary: 2.6
Compound: O=C(CSc1nn(-c2ccccc2)c(=S)s1)NC(=O)NCc1ccco1
  ZTA DNA inh: -6 | PREPL inh: -7 | Efflux pump mplx: -0.1 | EBNA-1 inh: 5 | Fh CTSL1 inh: 4 | HCV core dimer: 24 | TPT1 inhibitor: -3 | PP1 inh: 5 | PP5 primary: 2.1
